# Assay outcomes from PubChem BioAssay.
# HIF-2a inh: blocks HIF-2a reporter activity; 786-0 RCC cells HIF-2a reporter, luciferase luminescence, overnight; inhibition, % at 18.8 µM; actives 0.72% (n = 360,000); AID 624352;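 active means inhibition of the luminescence signal of 40% or more relative to plate controls, in a single-dose primary screen at 18.75 µM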
# PDI turbidity: blocks human protein disulfide isomerase activity; PDI insulin aggregation turbidity, A650, 90 min; actives 0.052% (n = 350,000); AID 588391; P07237; inhibition, % at 10 µM;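 active means mean inhibition across replicates of 30% or more, whatever share of single replicates reach that level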;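 further: absorbance from insulin aggregation driven by PDI reduction with DTT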
# Target sequence (P07237 whole entry, looked up): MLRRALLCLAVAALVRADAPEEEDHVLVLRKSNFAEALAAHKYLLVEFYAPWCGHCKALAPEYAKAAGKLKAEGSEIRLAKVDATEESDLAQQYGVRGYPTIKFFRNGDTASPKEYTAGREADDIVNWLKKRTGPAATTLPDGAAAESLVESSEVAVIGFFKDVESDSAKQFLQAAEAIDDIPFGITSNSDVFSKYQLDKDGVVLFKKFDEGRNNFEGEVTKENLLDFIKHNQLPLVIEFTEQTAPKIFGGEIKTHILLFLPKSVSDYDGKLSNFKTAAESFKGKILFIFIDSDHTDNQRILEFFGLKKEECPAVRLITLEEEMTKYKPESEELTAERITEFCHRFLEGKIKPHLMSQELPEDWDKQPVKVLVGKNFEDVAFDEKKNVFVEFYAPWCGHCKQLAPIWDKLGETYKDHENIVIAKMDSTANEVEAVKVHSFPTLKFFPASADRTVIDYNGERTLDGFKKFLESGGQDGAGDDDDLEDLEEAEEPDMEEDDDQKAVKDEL
# HTR2A ag: activates the mouse 5-HT2A serotonin receptor. AID 624169. activation, % at 7.6 µM. actives 0.66% (n = 360,000). P35363. CHO-K1 mHTR2A beta-arrestin complementation, luminescence; percent of 30 µM serotonin response;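 active means activation above a run cutoff, the mean activation of all tested compounds plus 3 SD, cut at about 14% in these data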;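 further: 0% = plate median of compound wells and 100% = 30 µM serotonin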
# NR2E3 ag-1: agonists of human NR2E3 nuclear receptor; Q9Y5X4; AID 602229; CHO-S Gal4-NCOR/VP16-NR2E3 two-hybrid, luciferase; actives 0.35% (n = 360,000); inhibition of corepressor binding, % at 3.98 µM;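 active means inhibition above the mean of all tested compounds plus 3 SD, cut at about 70% in these data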;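 further: 0% = DMSO with NR2E3 transfected cells and 100% = cells lacking NR2E3 construct; higher means lower luciferase signal from less NR2E3 corepressor binding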
# Target sequence (Q9Y5X4 whole entry, looked up, the tested form may be a part): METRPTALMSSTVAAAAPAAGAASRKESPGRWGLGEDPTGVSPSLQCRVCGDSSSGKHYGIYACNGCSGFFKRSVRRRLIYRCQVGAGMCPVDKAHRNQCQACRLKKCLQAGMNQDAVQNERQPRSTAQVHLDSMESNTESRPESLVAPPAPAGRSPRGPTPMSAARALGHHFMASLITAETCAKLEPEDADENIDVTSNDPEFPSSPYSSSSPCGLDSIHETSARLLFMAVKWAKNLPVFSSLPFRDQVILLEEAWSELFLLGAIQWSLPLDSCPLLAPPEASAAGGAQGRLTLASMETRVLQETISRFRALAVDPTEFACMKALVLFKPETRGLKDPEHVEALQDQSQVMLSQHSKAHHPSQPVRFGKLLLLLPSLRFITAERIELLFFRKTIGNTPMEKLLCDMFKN
# Peg3 prom inh: reduces Peg3 promoter-driven luciferase expression in HeLa. AID 588405. inhibition, % at 20 µM. HeLa PEG-Prom luciferase reporter, luminescence, overnight. actives 1.7% (n = 360,000);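 active means inhibition of at least 50% at 20 µM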
# Shn3 inh set2: Schnurri-3 reporter inhibition in Clone20 osteoblasts; Clone20 osteoblast Shn3 3'UTR firefly luciferase, 24 h; inhibition, % at 12.5 µM; actives 0.52% (n = 360,000);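 active means mean inhibition of at least 75% with every replicate also reaching 75%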;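 further: 0% = median of neutral control wells and 100% = pilot-screen positive control compound; some compounds past the cut are filed as inactive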
# hiPSC survival: enhancers of human iPSC single-cell survival | hiPSC single-cell survival, ATPlite luminescence; 100% = ROCK inhibitor wells, 0% = DMSO | survival enhancement, % at 20 µM | actives 0.044% (n = 360,000); in the data active means survival enhancement above about 18%;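 further: cells exposed to compounds for 16 hours before the ATP read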
# NR2E3 ag-2: activates human photoreceptor nuclear receptor NR2E3. Q9Y5X4. GST-NR2E3/biotin-RetCOR TR-FRET, 1536-well. inhibition of corepressor binding, % at 4.78 µM. actives 0.12% (n = 320,000). AID 2300;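 active means percent inhibition above the cutoff of mean plus 3 SD of all tested compounds, set per screening campaign, cut at about 20% in these data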;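 further: 0% = DMSO wells and 100% = biotin wells as full block of FRET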
#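 Test system: GST-NR2E3 and biotin-RetCOR proteins | Quantity: 1.35 nM GST-tagged NR2E3 final | Medium: Tris pH 7.5 | Also added: 7 nM biotin-RetCOR | Dosing: Compound at 4.8 µM, single dose | Timing: 5 h at 4 °C | Detection: Time-resolved FRET | Read-out basis: Percent inhibition | Benchmarks: Biotin wells as high control, 0.6% DMSO wells as low control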
# Cardio protect: myocardial damage modulation in H9c2 cells | H9c2 cardiomyocytes, H2O2 injury protection, ATPLite, 2 h | protection from H2O2 cell death, % at 20 µM | actives 0.63% (n = 360,000);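 active means compounds giving at least 50% protection of heart cells from peroxide-induced death in the single-dose screen, raw or plate-pattern-corrected value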;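 further: 0% = DMSO wells with peroxide and 100% = DMSO wells without peroxide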
# MITF TRPM1 inh: MITF TRPM1 promoter inhibition in SK-MEL-5 cells | inhibition, % at 12.5 µM | actives 0.83% (n = 330,000) | SK-MEL-5 TRPM1 promoter luciferase, 24 h;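 active means mean inhibition across replicates of 60% or more, whatever share of single replicates reaches that level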; further: values of inactives mirror those of a sister screen read the other way
# CaV13 ICDI inh: Primary screen for inhibitors of IQ motif and Ca2+-dependent inactivation inhibitor domain binding in CACNA1D, Förster resonance energy transfer in living cells, …; HEK cells, CFP/YFP FRET ICDI-IQ, plate reader, 10 min; percent FRET-ratio fall versus neutral wells; inhibition, % at 12.3 µM; actives 0.098% (n = 340,000); AID 743397;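 active means mean replicate inhibition of at least 30% and at least 1% of replicates passing that level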;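 further: 0% = median of the neutral control wells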
# The depositor's hits bear a star; nt = not tested or not shown.
SMILES,HIF-2a inh,PDI turbidity,HTR2A ag,NR2E3 ag-1,Peg3 prom inh,Shn3 inh set2,hiPSC survival,NR2E3 ag-2,Cardio protect,MITF TRPM1 inh,CaV13 ICDI inh
N#CC1=C(SCC(=O)Nc2cccc3cccnc23)NC(=O)C(C#N)C12CCCCC2 (centres undefined),-8.0,-0.9,16.2*,-7.6,9.7,-19.2,3.6,-5.2,-7.6,17.5,-7.8
O=C(Nc1ncn[nH]1)c1ccc(Cl)c(S(=O)(=O)N2CCCCCC2)c1,10.2,6.8,4.9,8.5,12.6,10.2,-2.2,2.3,0.9,5.9,-5.2
CC(=O)Nc1nnc(SCC(=O)Nc2nc(C)cs2)s1,7.7,-24.3,7.0,-14.5,-5.0,8.2,-0.3,2.8,6.9,14.1,-5.3
COc1ccc(NC(=O)c2nc[nH]c2C(=O)NCC(=O)OC(C)(C)C)cc1,-52.6,-7.4,-0.5,4.1,-58.0,-2.0,-1.1,2.2,10.4,1.8,-9.8
CCOC(=O)C1CCCN(C(=O)c2cc3ccc(OC)cc3[nH]2)C1 (centres undefined),-45.1,8.8,-1.2,-28.6,-34.2,30.9,1.1,nt,-5.4,-5.2,-18.1
O=C(NCc1ccccn1)C1CCC(=O)N1C1CCCCC1 (centres undefined),-0.3,3.4,6.7,-35.5,-2.3,4.0,6.1,0.4,10.0,4.7,-6.5
O=C(CN1C(=O)CCSc2ccc(S(=O)(=O)N3CCOCC3)cc21)Nc1cccc(F)c1,13.4,-9.9,1.8,-15.1,1.4,5.8,-0.7,2.5,3.6,7.0,-3.1
Cc1ccc(C(C(=O)NC2CCCCC2)N(Cc2cccnc2)C(=O)C2COc3ccccc3O2)o1 (centres undefined),-37.6,-9.6,1.3,-2.4,4.4,8.5,-1.9,-3.1,15.7,-1.4,nt
COC(=O)C1=C(N)Oc2cc(C)[nH]c(=O)c2C1c1cc(OC)c(OC)c(OC)c1 (centres undefined),9.6,-5.4,1.6,-49.0,0.3,-5.9,2.8,-1.5,12.7,-6.9,-0.2
COCCN1CCn2c(nc3cc(NC(=O)NC4CCCCC4)ccc32)C1,-16.4,4.9,-1.6,-35.0,-7.0,6.2,-1.1,-0.1,-1.2,-2.9,-5.1
CCn1c(/C=N/c2nc3ccccc3n2C)nc2ccccc21,-153.6,0.6,-1.6,-31.9,-59.7,-20.3,0.7,6.2,6.4,10.0,-9.0
Cc1nn(C(C)C(=O)NC2CC2)c(=O)c2nn(-c3ccccc3)c(C)c12 (centres undefined),16.8,2.0,8.9,-15.8,-13.7,5.2,0.5,-3.2,1.2,2.3,-6.9
CN(c1ccccc1)S(=O)(=O)c1cccc(NC(=O)c2ccc(=O)[nH]n2)c1,16.6,-7.8,-0.4,12.1,12.2,55.3,-0.5,nt,-17.0,11.3,-14.6
CN(C)S(=O)(=O)c1cccc(NC(=O)c2cc(-c3cccs3)nn2-c2cccc(Cl)c2)c1,7.4,3.5,6.0,-21.2,37.5,5.5,-1.0,2.6,-0.2,20.3,-0.9
CCN(C1CCS(=O)(=O)C1)S(=O)(=O)c1cccs1 (centres undefined),-2.3,2.3,2.2,9.3,2.7,3.4,-0.6,3.8,3.5,-7.4,-11.6
CCN(CC)CCN(C(=O)c1ccc2c(c1)OCCO2)c1nc2c(Cl)cccc2s1,-11.9,-2.8,-9.6,-44.1,-16.9,-7.6,-0.4,-2.1,3.2,-9.1,nt
O=C1c2cc(CO)cc(O)c2C(=O)c2c(O[C@@H]3OC(CO)[C@@H](O)[C@@H](O)[C@@H]3O)cccc21 (some centres undefined),-1.7,nt,6.7,20.4,-14.5,2.4,0.5,0.0,6.8,6.4,nt
CCN(C(=O)c1ccc(S(=O)(=O)N2CCCC2)cc1)C1CCS(=O)(=O)C1 (centres undefined),10.2,-3.9,-7.9,-1.6,-5.3,5.1,1.6,2.3,7.6,-2.9,-5.2
Cc1cc(C(=O)NC2CCCN(Cc3ccccc3F)C2)n[nH]1 (centres undefined),17.6,5.4,0.6,-16.1,9.0,5.9,-0.4,-4.1,-0.9,9.1,-6.3
O=C(CSC1=NS(=O)(=O)c2ccccc2N1)NCCc1ccccc1,10.7,2.5,-5.7,-3.8,9.9,4.9,-0.4,-3.9,2.9,7.4,-6.5
Cc1cccc(C(=O)Nc2c3c(nn2C(C)(C)C)CS(=O)(=O)C3)c1,9.8,3.8,0.5,11.2,-1.2,0.0,-0.2,-2.1,2.6,6.9,-6.5
Cc1ccc(S(=O)(=O)N2CCC(=O)N(C(COCc3ccc(Cl)cc3Cl)Cc3ccccc3)CC2)cc1 (centres undefined),10.2,11.1,5.0,-0.1,4.8,53.2,-1.0,-1.4,0.2,-6.5,-11.2
O=C(Cn1nnc2ccccc21)OCc1ccccc1,13.3,0.3,-6.3,-8.3,6.8,-10.2,0.2,0.4,12.6,-1.3,-1.6
COc1cccc(/C=C/c2nc(S(=O)(=O)c3ccccc3)c(N3CCC(C(N)=O)CC3)o2)c1,25.1,10.0,-2.6,-32.9,28.7,14.2,-1.4,nt,-3.8,nt,-4.4
CCOC(=O)CN1CC23C=CC(O2)C(C(=O)Nc2ccc(OCC)cc2)C3C1=O (centres undefined),14.3,6.2,-0.3,9.7,16.4,-27.8,0.1,4.1,-2.1,-12.1,-6.8
CC(/C=C/c1ccccc1)=N\NC(=O)c1cc(C)nc2ccccc12,18.0,5.2,0.6,-54.8,13.3,25.7,-0.6,0.0,15.1,3.4,-16.0
S=c1[nH]nc(Cc2ccc(Br)cc2)n1/N=C/c1ccc(Cl)cc1,7.5,-1.7,-4.1,-18.9,20.6,9.3,-0.8,4.7,-10.8,10.3,0.8
CCOc1ccc(C(=O)NCc2ccc3c(c2)OCO3)cc1,-56.6,-8.7,-2.0,2.3,-3.6,-2.4,0.2,-0.4,-4.5,-16.7,-19.4
CC(=O)N/C(=C\c1ccccc1)C(=O)OCC(=O)N(CC(C)C)c1c(N)n(Cc2ccccc2)c(=O)[nH]c1=O,-12.4,-6.8,6.9,-2.7,4.5,-11.3,-0.3,5.6,4.0,0.8,-6.5
COc1ccc(NC(=O)C2CCCCN2N)cc1OC (centres undefined),2.6,9.4,-3.5,-36.1,-5.5,2.9,3.3,-0.1,-3.7,3.2,-3.9

# Reprinted at random: 3 entries already listed.
SMILES,HIF-2a inh,PDI turbidity,HTR2A ag,NR2E3 ag-1,Peg3 prom inh,Shn3 inh set2,hiPSC survival,NR2E3 ag-2,Cardio protect,MITF TRPM1 inh,CaV13 ICDI inh
COc1ccc(NC(=O)C2CCCCN2N)cc1OC (centres undefined),2.6,9.4,-3.5,-36.1,-5.5,2.9,3.3,-0.1,-3.7,3.2,-3.9
O=C(CSC1=NS(=O)(=O)c2ccccc2N1)NCCc1ccccc1,10.7,2.5,-5.7,-3.8,9.9,4.9,-0.4,-3.9,2.9,7.4,-6.5
Cc1cc(C(=O)NC2CCCN(Cc3ccccc3F)C2)n[nH]1 (centres undefined),17.6,5.4,0.6,-16.1,9.0,5.9,-0.4,-4.1,-0.9,9.1,-6.3

# Additional records
SMILES,HIF-2a inh,PDI turbidity,HTR2A ag,NR2E3 ag-1,Peg3 prom inh,Shn3 inh set2,hiPSC survival,NR2E3 ag-2,Cardio protect,MITF TRPM1 inh,CaV13 ICDI inh
COCCNC(=O)CCc1nnc2ccc(N3CCC(C)CC3)nn12,6.5,-5.4,0.4,-14.4,4.3,-9.1,-0.1,0.4,-2.3,-1.8,-17.0
Cc1ccccc1Nc1ncnc2[nH]ncc12,4.5,-0.8,-6.1,11.0,13.8,4.1,2.4,nt,-1.0,-7.1,-5.4
Cc1nc(-c2cccc(NC(=O)c3ccc(-n4cccn4)cc3)c2)cs1,-67.3,2.0,2.6,-24.2,-9.3,0.2,-1.7,2.0,38.7,-22.2,-2.1
CSCCCN1CC[C@@H](N2CCN(c3ccccc3F)CC2)[C@H](O)C1,16.2,-2.0,8.2,2.6,0.7,-8.8,1.8,2.4,6.1,-8.0,-4.9
Cc1ccc(S(=O)(=O)NC(=O)c2cc(C)n(C3CC3)c2C)cc1,17.4,-4.3,0.8,-25.6,3.5,-10.5,0.4,-0.7,-0.4,2.7,0.4
COc1ccc(OC)c(/C=C/C(=O)OCC(=O)c2c(N)n(C)c(=O)n(C)c2=O)c1,7.0,1.3,-2.5,-27.8,-13.4,5.1,-0.3,-5.0,1.7,3.0,8.5
Cc1ccc([C@H]2C[C@@H](n3cc(C4CC4)nn3)[C@H](O)CN2C(=O)c2cccs2)cc1,12.4,-5.6,-3.9,30.3,-0.5,-12.1,-1.1,nt,4.9,nt,-3.2
O=C1OC(OC2CCCCC2)(c2ccccc2)c2ccccc21 (centres undefined),4.7,17.5,-4.8,1.1,21.6,27.4,-0.7,1.7,-9.9,-16.2,-7.6
CCCCCC(=O)N1CC2(CC(c3cccc(NC(=O)CC)c3)=NO2)C[C@H]1C(N)=O (some centres undefined),17.1,2.1,-4.7,22.1,-1.4,3.6,0.1,-1.6,8.3,-20.7,-9.2
CC(OC(=O)C1=COCCO1)C(=O)Nc1cccc(S(=O)(=O)N2CCOCC2)c1 (centres undefined),19.3,-1.9,-1.3,24.6,-9.8,12.5,-0.6,0.8,-1.3,1.5,3.5
COCCNC(=O)C(=O)NCC1OCCN1S(=O)(=O)c1ccc(F)cc1 (centres undefined),7.6,-2.4,-0.5,7.1,10.5,-6.3,-0.4,0.6,7.4,3.5,-1.3
Cc1ccc(NC(=O)C23CCC(C)(C(=O)[C@H]2Br)C3(C)C)cc1 (some centres undefined),15.1,-4.6,2.5,-7.6,-6.8,15.3,-0.5,-2.0,-1.0,0.6,1.3
CCN1CCN(C(=O)c2ccc(Cl)c(S(=O)(=O)N3CCOCC3)c2)CC1,-2.0,5.4,-5.3,-14.0,14.7,4.8,-1.2,-0.5,0.6,4.9,-6.9
O=C(COC(=O)c1ccc(Cl)c(S(=O)(=O)N2CCCC2)c1)NC1CCCCC1,0.6,-6.2,-0.1,-7.1,3.5,-10.8,1.3,4.7,-5.0,-1.2,-13.1
Cc1cc(C)n2nc(SCC(=O)N3CCc4ccccc43)nc2n1,-12.9,-4.0,4.0,-6.0,-14.0,-5.4,-0.8,0.7,3.5,1.5,-5.4
Cc1ccc(O)c(NC(=S)NC(=O)/C=C/c2ccccc2)c1,-38.0,2.5,5.5,-42.1,-16.7,-21.6,-0.1,0.3,1.3,6.9,-20.6
O=C(O)Cc1ccc(NC(=O)c2ccc3c(c2)C(=O)N(CC2CCCO2)C3=O)cc1 (centres undefined),6.2,-1.1,0.0,-7.7,13.2,17.6,1.0,1.4,-0.8,-3.1,nt
CCOC(=O)c1c(NC(=O)COC(=O)c2cccc([N+](=O)[O-])c2)sc(C(=O)N(C)C)c1C,1.4,-17.6,-1.2,-4.3,7.0,-20.3,0.0,nt,12.3,nt,-9.5
